Bcl-B displacement = displacers of TR3 peptide from Bcl-B, primary screen, selectivity assay for Bfl-1 inhibitor project, biochemical, fluorescence polarization | Bcl-2-like protein 10 (Homo sapiens) | FP displacement of FITC-TR3 peptide from Bcl-B; higher % means a stronger effect | one-dose displacement, % at 20 µM; IC50 in µM for titrated hits | 0.11% of 96,000 active | AID 748, 2007;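 active = displacement above 50% at 20 µM plus a fluorescence interference ratio under 1.5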;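 also: plate controls were wells without compound for no effect and wells lacking Bcl-B protein for full effect; a part of the inactive calls stands beside numbers as strong as those of hits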
NFkB transloc pot = enhancers of NFkB p65 translocation in HUVEC – imaging, IL-1B stimulus, high-content imaging, primary screen | 0.3% of 94,000 active | activation, % at 2 µM | AID 819, 2007 | HUVEC IL-1B NFkB p65 nuclear translocation imaging;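 active = activation above 40%, about the mean plus 3 SD, also judged a hit on visual image review; inconclusive = activation above 40% but not a hit on visual review; inactive = activation not above 40% and no visual hit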;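 also: percent activation is computed from the nuclear over cytoplasmic p65 intensity ratio; values of inactives mirror those of a sister screen read the other way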
IL1B NFkB inh = inhibitors of IL-1B driven NFkB p65 nuclear import, primary screen, imaging, HUVEC, IL-1B stimulus, high-content imaging; HUVEC IL-1B NFkB p65 nuclear translocation imaging; inhibition, % at 2 µM; 0.43% of 94,000 active; AID 796, 2007;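 active = inhibition above about 30% together with a positive call from visual inspection of the well image, limit read from the data; inconclusive = inhibition above a set limit but visual check negative; inactive = inhibition not above a set limit, visual check negative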;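 also: nuclear over cytoplasmic p65 intensity ratio measured by imaging; 0% = IL-1B stimulated DMSO wells and 100% = unstimulated DMSO wells; values of inactives mirror those of a sister screen read the other way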
MRP resist rev = reversal of MRP1-mediated doxorubicin resistance, primary screen, H69AR cells, doxorubicin co-treatment; 0.04% of 85,000 active; H69AR cells + 2 uM doxorubicin, CellTiter-Glo, 72 h; differential viability (reversal), % at 10 µM;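 active = viability drop by adding the cancer drug above about 55%, with treated viability meeting a 40% cutoff, limit read from the data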;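 also: viability without doxorubicin minus viability with 2 µM doxorubicin for each compound; larger differential means the compound sensitizes cells more to doxorubicin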
PLAP inhibition = PLAP enzyme inhibitors, biochemical, luminescence, HTS (AID 690) | Alkaline phosphatase, placental type (Homo sapiens) | purified PLAP, luminescent substrate; higher % means a stronger effect | inhibition, % at 20 µM, or IC50 in µM where a hit was titrated | 0.08% of 96,000 active; in the data active = a potency from the dose series; inactive = the rest, 99 in 100 with inhibition below about 30%; also: strong numbers were not always called active
MRP resist rev cytotoxicity = second read-out of MRP resist rev, no call of its own (marks repeat the call); viability, %; H69AR cells, CellTiter-Glo, 72 h; measured here: cytotoxicity without doxorubicin
MRP resist rev with doxorubicin = recorded beside MRP resist rev, whose call it bears; viability, %; measured here: viability with 2 uM doxorubicin; stronger effect = lower value
IL1B NFkB inh cell count 2 µM = further read-out of IL1B NFkB inh, marked with its call; cell count; measured here: cells passing quality filter;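 raw number of nuclei counted in each imaged well without normalization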
NFkB transloc pot cell count 2 µM = also measured in NFkB transloc pot; calls as there; cell count; measured here: cells passing quality filter
The depositor's hits bear a star; ? = inconclusive; · = no result given. These rows are one share of the data; rates above refer to the full screens.

The opening six records (preview)
SMILES	Bcl-B displacement	NFkB transloc pot	NFkB transloc pot cell count 2 µM	IL1B NFkB inh	IL1B NFkB inh cell count 2 µM	MRP resist rev	MRP resist rev cytotoxicity	MRP resist rev with doxorubicin	PLAP inhibition
CN1CCN(Cc2cc(COCc3ccccc3)c3cccnc3c2O)CC1	-13%	-8	92	8	92	1	2	1	-116%
CC(C)(C)n1nnnc1C(c1cccc(C#N)c1)N1CCCc2ccccc21 (configuration not stated)	-36%	·	·	·	·	10	89	78	-58%
OC1CCCN(c2c3c(nc4cc(-c5cccc(Cl)c5)nn24)CCC3)C1 (configuration not stated)	·	-13	108	13	108	-4	66	70	·
CCNc1nc(NCC)nc(Nn2cnnc2)n1	8%	14	160	-14	160	-14	97	110	15%
COc1ccc(CN(Cc2cccnc2)C(=S)NCCc2ccccc2)cc1OC	-5%	7	86	-7	86	·	·	·	-24%
Cc1ccc(N2C(=O)c3ccccc3C2Nc2cccnc2)nc1 (configuration not stated)	3%	6	67	-6	67	17	96	79	4%

All compounds of this part, repeating the preview:
SMILES	Bcl-B displacement	NFkB transloc pot	NFkB transloc pot cell count 2 µM	IL1B NFkB inh	IL1B NFkB inh cell count 2 µM	MRP resist rev	MRP resist rev cytotoxicity	MRP resist rev with doxorubicin	PLAP inhibition
CN1CCN(Cc2cc(COCc3ccccc3)c3cccnc3c2O)CC1	-13%	-8	92	8	92	1	2	1	-116%
CC(C)(C)n1nnnc1C(c1cccc(C#N)c1)N1CCCc2ccccc21 (configuration not stated)	-36%	·	·	·	·	10	89	78	-58%
OC1CCCN(c2c3c(nc4cc(-c5cccc(Cl)c5)nn24)CCC3)C1 (configuration not stated)	·	-13	108	13	108	-4	66	70	·
CCNc1nc(NCC)nc(Nn2cnnc2)n1	8%	14	160	-14	160	-14	97	110	15%
COc1ccc(CN(Cc2cccnc2)C(=S)NCCc2ccccc2)cc1OC	-5%	7	86	-7	86	·	·	·	-24%
Cc1ccc(N2C(=O)c3ccccc3C2Nc2cccnc2)nc1 (configuration not stated)	3%	6	67	-6	67	17	96	79	4%
CCOC(=O)c1[nH]c2ccc(OC)cc2c1NC(=O)c1nonc1C	1%	21	203	-21	203	7	94	87	5%
COc1ccc(NC(=O)Nc2ncn(Cc3cccc(C(F)(F)F)c3)n2)cc1OC	6%	-10	85	10	85	1	84	82	2%
C=CCSC1=N/C(=C\c2ccc(C)o2)C(=O)S1	-35%	2	57	-2	57	-8	83	91	-23%
COc1cc(Sc2ccc(C)cc2)c(OC)cc1N	-19%	5	65	-6	65	·	·	·	-3%
CCOc1ccc(N2CC(C(=O)NCc3ccc(F)cc3)CC2=O)cc1 (configuration not stated)	0%	10	112	-10	112	·	·	·	3%
Cc1cc(C)cc(-n2c(=O)c3sccc3n(CC(=O)NCc3ccco3)c2=O)c1	3%	-8	189	8	189	4	95	91	2%
CCC(C)NC(=O)c1cnn2c1NC(c1ccc3c(c1)OCO3)CC2C(F)(F)F (configuration not stated)	10%	3	138	-3	138	-4	103	107	-34%
Cc1ccc2[nH]c(=O)c(CN(CC3CCCO3)C(=O)c3ccncc3)cc2c1 (configuration not stated)	3%	?	·	-41	116	-7	78	85	-38%
O=C(Nc1ccc2oc(-c3ccccc3)nc2c1)c1ccc2c(c1)OCCO2	5%	-3	101	3	101	4	44	40	-20%
OC(CNCC1COc2ccccc2O1)COCc1cccs1 (configuration not stated)	·	2	163	-2	163	0	105	105	·
Cc1ccc(/C=N/NC(=O)C2CCN(Cc3ccc(F)cc3Cl)CC2)o1	-12%	-4	158	4	158	·	·	·	-22%
COc1ccc(N2C(=O)CC(SCC(=O)O)C2=O)cc1 (configuration not stated)	·	-10	93	10	93	-11	84	95	·
O=C1CC(c2ccc(Cl)c(Cl)c2)CC(O)=C1C=NCCN1CCNCC1 (configuration not stated)	-2%	-5	129	5	129	33	108	75	-57%
Cc1nn(CCc2n[nH]c(=S)n2-c2ccc(F)c(Cl)c2)c(C)c1[N+](=O)[O-]	0%	11	114	-12	114	·	·	·	-17%
CC1(C)CC(=O)c2sc(NC(=O)C3CC3)nc2C1	-5%	·	·	·	·	9	94	85	-5%
CC1(C)Cc2c(c(=S)nc(-c3ccccc3)n2CCO)CO1	3%	-4	114	4	114	-5	98	103	-24%
N/C(=N\OC(=O)C1CCCCC1)c1cccc([N+](=O)[O-])c1	-14%	-15	128	15	128	·	·	·	-9%
COC(=O)CSc1nnc(CNC(=O)Cc2ccccc2)n1-c1ccccc1OC	-4%	9	190	-10	190	-7	97	104	-14%
Cc1occc1C(=O)N1CCCc2ccccc21	-4%	2	143	-2	143	-8	92	100	-6%
COc1ccc(OC)c2c1sc(=NC(=O)CN1C(=O)CCC1=O)n2C	-7%	·	·	·	·	-8	77	85	-1%
Cc1cc(C)cc(NC(=O)N2CCC(NC(=O)c3ccccc3C)CC2)c1	·	1	133	-1	133	10	93	83	·
Cc1c(C(=O)NCc2ccccc2)oc2ccc(S(=O)(=O)N3CCC4(CC3)OCCO4)cc12	-10%	5	154	-5	154	-4	73	77	-48%
Cc1cc(NC(=O)CCC(=O)N(c2ccccc2)C(C(=O)NCC2CCCO2)c2cccnc2)no1 (configuration not stated)	18%	-12	161	12	161	-2	92	94	-34%
COc1ccc(CCNC(=O)CSc2nc3c(c(=O)n(C)c(=O)n3C)n2C)cc1OC	·	4	76	-4	76	14	84	70	·
Cc1cccc(OCCOc2ccc(/C=N/NC(=O)Cc3nnc(N)s3)cc2)c1	-6%	-11	118	10	118	·	·	·	-2%
OCCn1c(SCCOc2ccccc2)nc2ccccc21	1%	8	188	-8	188	7	104	96	26%
c1ccc(Cn2ncc3c(NCc4ccco4)ncnc32)cc1	6%	·	·	·	·	-16	53	69	4%
CCc1cccc(NC(=O)CCS(=O)(=O)c2cccc3nonc23)c1	0%	·	·	·	·	7	95	88	15%
CCOC(=O)C(CC)(CC)/C(C)=N/NC(=O)CC#N	-22%	-8	101	8	101	4	91	87	-31%
CCOc1ccc(-n2nc(C(=O)NCCOC)c3ccccc3c2=O)cc1	-1%	·	·	·	·	11	103	92	5%
Cc1cc(OC(=O)c2ccc(Cl)cc2Cl)nc(C)n1	7%	5	101	-5	101	·	·	·	-12%
FCCCOc1ccc(-c2ccnc(-c3ccccc3)n2)cc1	-16%	8	140	-8	140	·	·	·	-16%
Cc1ccc(C(=O)Nc2nc(-c3cc(Cl)sc3Cl)cs2)cc1	6%	30	159	-30	159	·	·	·	15%
CCOC(=O)CN1C(=O)C(O)(CC(=O)c2ccc3c(c2)CCCC3)c2ccccc21 (configuration not stated)	·	3	144	-2	144	32	82	50	·
CCCC(C)NNC(=O)c1cc2ccccc2[nH]1 (configuration not stated)	-8%	-1	106	1	106	·	·	·	3%
Cc1cc(C)nc(NC(=O)c2cnc3sccn3c2=O)n1	8%	8	81	-8	81	14	97	83	13%
CCC(C)N(CCNC(=O)CC1Oc2ccccc2NC1=O)C1CCCCC1 (configuration not stated)	-15%	8	141	-8	141	11	97	86	-47%
Cc1ccc(F)cc1NC(=O)c1cccc2nccnc12	-3%	3	175	-3	175	6	84	79	-4%
Cc1ccc(O)c(C2=NOC(O)(C(F)(F)F)C2)c1 (configuration not stated)	7%	15	174	-15	174	11	93	82	-22%
Cc1cc(Cl)ccc1N=Cc1c(O)n(C)c(=O)n(C)c1=O	-13%	·	·	·	·	-4	89	92	1%
COc1cc(CO)cc(Br)c1OCc1cccnc1	14%	·	·	·	·	-6	83	89	10%
FC(F)(F)c1nnc2ccc(N3CCCC3)nn12	-6%	·	·	·	·	9	100	91	-11%
CCOc1ccc2[nH]c(=O)c(CN(C(=O)N3CCOCC3)C3CC3)cc2c1	1%	·	·	·	·	-13	80	93	-19%
CCc1cc(Br)ccc1NC(=O)C1CCCO1 (configuration not stated)	-1%	7	116	-7	116	7	97	90	-3%
Cc1ccc(C(=O)CC(C(=O)O)n2ccc(C)n2)cc1 (configuration not stated)	6%	-13	151	13	151	3	108	104	7%
Cc1ccc(N=Nc2c(=O)[nH]n3c(C)cc(C)nc23)cc1	-18%	2	148	-2	148	·	·	·	26%
CCOC(=O)CC(C(=O)OCC)P(=O)(c1ccccc1)c1ccccc1 (configuration not stated)	0%	·	·	·	·	9	92	83	-18%
NC(=O)c1ccccc1NC(=O)CN1CCOCC1	0%	4	146	-4	146	4	99	95	-14%
CCC(O)CNc1nc(-n2nc(C)cc2C)nc2sc3c(c12)CCCC3 (configuration not stated)	-12%	·	·	·	·	5	8	3	21%
O=C1CCCN1CCC1CCN(C(=O)Nc2ccccc2)CC1	-8%	20	173	-20	173	11	96	86	22%
O=C(CSc1ncnc2c1cnn2-c1ccccc1)Nc1ccc2c(c1)OCO2	-13%	15	87	-15	87	-6	37	44	25%
CN1CCN(CCCNC(=O)c2cc3c(-c4ccc(Cl)cc4)nn(C)c3s2)CC1	10%	9	221	-9	221	-6	5	10	-80%
O=C(NC1CCCCC1)C(c1ccco1)N(Cc1cccs1)C(=O)Cn1nnc2ccccc21 (configuration not stated)	-7%	2	109	-2	109	-12	46	58	-2%
O=C(O)CCc1ccc(-c2ccc(F)cc2)n1NC(=O)c1ccco1	4%	-3	107	3	107	7	97	90	-20%
(continued)
SMILES	Bcl-B displacement	NFkB transloc pot	NFkB transloc pot cell count 2 µM	IL1B NFkB inh	IL1B NFkB inh cell count 2 µM	MRP resist rev	MRP resist rev cytotoxicity	MRP resist rev with doxorubicin	PLAP inhibition
CC(=O)C1C(=O)CC(C)(O)C(C(C)=O)C1c1ccc(N(C)C)cc1 (configuration not stated)	-12%	4	129	-4	129	-11	73	84	-5%
CCC(NC(=O)c1ccccc1NC(=O)c1ccco1)C(=O)NC1CCCCC1 (configuration not stated)	-1%	11	114	-11	114	·	·	·	-10%
CCOc1ccc(NC(=O)CN(c2ccc(OC)cc2)S(C)(=O)=O)cc1	-4%	-4	162	4	162	-4	91	95	-13%
CC(=O)N(Cc1cc(=O)[nH]c2ccccc12)c1ccccc1	-2%	-4	96	4	96	-3	80	83	15%
CC1(C)CC(=O)C(N=Nc2ccc3ncsc3c2)=C(O)C1	-5%	29	184	-29	184	·	·	·	-23%
Cc1ccc(C)c(-n2ccnc2SCC(=O)O)c1	-163%	14	161	-14	161	0	102	102	-8%
O=C(CSc1nnnn1C1CCCC1)NCc1ccccc1	0%	-5	158	5	158	-13	72	85	-6%
COc1ccc(S(=O)(=O)N2CCCC(C(=O)Nc3ccc(NC(=O)c4ccccn4)cc3)C2)cc1 (configuration not stated)	2%	27	146	-27	146	6	79	72	-11%
Cc1nn(-c2ccccc2)c2sc(C(=O)c3c(N)n(C)c(=O)n(C)c3=O)cc12	-20%	·	·	·	·	-7	74	81	-6%
CCOc1ccc(NC(=O)CN(C)c2ccc(S(=O)(=O)N3CCOCC3)cn2)cc1OCC	7%	20	74	-20	74	10	100	90	-29%
COC(=O)C1(C)Nc2ccccc2C(=O)N1c1ccccc1C (configuration not stated)	-10%	23	52	-23	52	·	·	·	16%
CCSCc1nnc(SCC(=O)Nc2nc3ccccc3s2)n1C	-2%	-6	96	6	96	3	87	84	17%
CCOC(=O)N1CCN(C(=O)c2ccccc2N(C)S(C)(=O)=O)CC1	-4%	3	113	-3	113	3	101	98	-11%
CCN(CC)CCCN1C(=O)C(O)=C(C(=O)c2sc(C)nc2C)C1c1ccco1 (configuration not stated)	4%	28	139	-28	139	-10	99	109	-2%
Clc1ccc(/C=N/Nc2nn[nH]n2)cc1	·	4	103	-4	103	-1	99	99	·
c1ccc2[nH]c(NC3=NCCC3)nc2c1	-4%	-8	79	8	79	0	107	107	-110%
NC(N)=N/N=C/c1ccc(OCc2ccccc2)cc1	1%	1	120	1	180	·	·	·	-12%
Cc1ccc(N=Cc2ccc(O)cc2O)cc1F	-4%	4	149	-4	149	·	·	·	-21%
